esBAF inh – SWI/SNF esBAF complex inhibition; mouse ES cells, Bmi1-luciferase knock-in reporter, 24 h; 100% = twice the neutral-well signal; reporter increase, % at 12.5 µM; hit rate 2% among 350,000; in the data active = activation above about 40%; inconclusive = no clear call, values can overlap the other calls;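 also: 0% = median of the plate's neutral control wells and 100% = double that signal; a rise in the Bmi1 reporter signal indicates esBAF inhibition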
C2C12 statin – suppression of simvastatin myotoxicity | C2C12 myotubes + simvastatin, ATP luminescence, 48 h; scaled: DMSO 0, geranylgeraniol control 100 | rescue of ATP level, % at 7.49 µM | hit rate 0.78% among 330,000;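 active = mean ATP rescue above about 67%, or every replicate alone reaching that limit, limit read from the data, passing the limit was not always enough; inconclusive = no clear call, values can overlap the other calls; inactive = mean under the limit and some replicate under it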;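 also: myotubes were challenged with 10 µM simvastatin during compound exposure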
Casp6 inh – inhibitors of human caspase-6 | P55212 | hit rate 0.53% among 350,000 | inhibition, % at 12.5 µM | AID 686996 | purified caspase-6, Z-VEID-R110 cleavage fluorescence;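 active = mean inhibition across replicates at least about 35%, with every replicate also reaching that limit, limit read from the data; inconclusive = only one of the two criteria met; inactive = neither criterion met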;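 also: 0% = median of neutral control wells and 100% = no fluorescence left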
Target sequence (P55212 24-179 limits assumed): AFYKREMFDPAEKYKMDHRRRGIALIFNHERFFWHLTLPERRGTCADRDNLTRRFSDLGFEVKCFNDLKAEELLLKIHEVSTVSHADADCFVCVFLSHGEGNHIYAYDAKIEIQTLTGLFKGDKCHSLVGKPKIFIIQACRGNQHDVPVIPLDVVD
Target sequence (P55212 194-293 limits assumed): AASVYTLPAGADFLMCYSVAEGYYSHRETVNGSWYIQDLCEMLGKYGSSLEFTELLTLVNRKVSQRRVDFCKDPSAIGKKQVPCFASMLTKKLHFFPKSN
SIRT5 inh – blocks human SIRT5 desuccinylation of peptide. Purified SirT5, succinyl-peptide AMC, trypsin-coupled fluorescence. inhibition, % at 15 µM. hit rate 1.1% among 330,000; in the data active = inhibition above about 15%; inconclusive = no clear call, values can overlap the other calls
Target sequence (Q9NXA8 whole entry, looked up): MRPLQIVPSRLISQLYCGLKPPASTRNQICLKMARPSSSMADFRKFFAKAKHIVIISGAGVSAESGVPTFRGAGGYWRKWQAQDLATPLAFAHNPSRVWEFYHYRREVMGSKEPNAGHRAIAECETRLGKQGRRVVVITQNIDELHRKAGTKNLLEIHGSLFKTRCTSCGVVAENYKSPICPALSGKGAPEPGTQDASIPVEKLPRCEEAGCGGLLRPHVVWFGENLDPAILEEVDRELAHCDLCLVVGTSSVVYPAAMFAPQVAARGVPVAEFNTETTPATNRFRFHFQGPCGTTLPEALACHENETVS
LGR2 antag – inhibitors of bursicon-induced Drosophila LGR2 receptor cAMP signaling; HEK293 LGR2, CRE-luciferase, bursicon-stimulated, 4 h; inhibition, % at 9.99 µM; hit rate 0.35% among 380,000;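 active = drop in luminescence signal, shown as inhibition above about 50% in the replicate tests, limit read from the data, passing the limit was not always enough; inconclusive = probably only some replicates passing the limit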;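 also: agonist challenge used bursicon conditioned medium at about half maximal strength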
S100A4 MyoIIA – S100A4-myosin IIA interaction inhibition | hit rate 0.14% among 360,000 | AID 652163 | S100A4/TAMRA-MyoIIA peptide fluorescence polarization | inhibition, % at 10.7 µM | P26447;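 active = mean inhibition of at least 70% across replicates, with every replicate also reaching that level; inconclusive = mean inhibition reaches 70% but some replicates fall short; inactive = mean inhibition below 70%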
Target sequence (P26447 whole entry, looked up): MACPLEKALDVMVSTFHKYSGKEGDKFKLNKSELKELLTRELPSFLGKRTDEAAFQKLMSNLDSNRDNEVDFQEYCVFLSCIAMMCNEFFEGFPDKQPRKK
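Material: S100A4 monomer (human). Medium: Calcium-containing HEPES buffer, pH 7.2. Probe or stimulus: labelled myosin peptide probe, 5 nM. Compound dosing: one concentration per compound. Timing: polarization read 5 min after assay mix addition, stable 5–60 min. Benchmarks: DMSO as neutral control, TFP as positive control.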
FN deposit inh – fibronectin deposition inhibition | AH1F fibroblasts, Alexa488-fibronectin deposition fluorescence, overnight | inhibition, % at 12.6 µM | hit rate 0.086% among 350,000 | AID 743247;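 active = mean inhibition across replicates of 30% or more, regardless of how many single replicates reach that level; inconclusive = mean under 30% yet at least half of replicates reach 30%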;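 also: positive control wells lacked labelled fibronectin entirely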
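Material: AH1F fibroblast monolayer depositing Alexa488-labelled fibronectin into matrix | Input: 10000 AH1F cells/well | Medium: DMEM plus 2% serum, read in PBS | Reagent: Alexa488-fibronectin, 24 nM final in well | Compound dosing: One dose per compound, pinned | Schedule: 1 h adhesion, overnight exposure | Measured by: Fluorescence at 485 nm excitation, 525 nm emission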
An asterisk follows results filed as active; ? = inconclusive; . = no result given. Not all compounds are listed; rates above refer to the full screens.

SMILES,esBAF inh,C2C12 statin,Casp6 inh,SIRT5 inh,LGR2 antag,S100A4 MyoIIA,FN deposit inh
COc1cc(/C=C/C(=O)O)cc(S(=O)(=O)N2CCCc3ccccc32)c1OC,.,.,5,-3,-1,-1,13
C[C@H](CO)N1C[C@H](C)[C@@H](CN(C)C(=O)Nc2ccccc2)OCCCC[C@H](C)Oc2ccc(NC(=O)c3ccccc3)cc2C1=O,2,.,2,-4,-7,-9,0
CO[C@H]1CN(C)C(=O)c2cc(NS(C)(=O)=O)ccc2OC[C@H](C)N(C(=O)C2CCOCC2)C[C@H]1C,-2,-8,-4,14,4,0,4
Cc1cc(N/C=C/C(=O)c2cccs2)ccc1F,69*,46,27,3,-44,-2,1
Cc1ccccc1-c1nnc(SCC#N)o1,.,.,0,-7,6,-11,4
CC(=O)Nc1ccc(S(=O)(=O)NNC(=O)NC23CC4CC(CC(C4)C2)C3)cc1,0,-14,1,-1,4,-5,0
COC(=O)c1cc(-c2ccc(OC)c(OC)c2)c2c(=O)[nH]c(=O)n(C)c2n1,-2,-5,-2,-4,-8,-2,4
C[C@H]1CN([C@@H](C)CO)C(=O)c2cc(C3=CCCCC3)cnc2O[C@@H]1CN(C)C(=O)Nc1ccc(F)cc1,3,16,1,3,-24,-9,5
Cc1noc(C)c1S(=O)(=O)Nc1ccc2c(c1)C(=O)N([C@@H](C)CO)C[C@H](C)[C@H](CN(C)Cc1ccc(Cl)c(Cl)c1)OCCCC[C@@H](C)O2,4,31,2,13,3,-5,.
O=C(NCCN1CCCC1)[C@@H]1N[C@@H]2c3ccc(C4=CCCCC4)c(=O)n3C[C@@H]2[C@H]1CO,7,-1,-1,-15,16,-18,.
O=C(CS(=O)(=O)Nc1ccc(F)cc1Cl)Nc1ccc(F)cc1Cl,3,2,-2,-2,-1,-4,6
Cc1cc(C(=O)N2CCc3ccccc3C2)n[nH]1,21,1,-1,-1,-10,-2,-2
O=C1C=C(c2ccc(F)nc2)C[C@@H](c2ccc3c(c2)OCO3)C1,7,-10,3,.,5,0,2
C[C@@H]1CN([C@@H](C)CO)S(=O)(=O)c2ccc(-c3ccc(C#N)cc3)cc2O[C@@H]1CN(C)C(=O)CN(C)C,-3,-6,2,2,5,-7,-4
CCCCNC(=O)CN1C(=O)CSc2ccc(S(=O)(=O)N3CCOCC3)cc21,0,8,-2,-2,12,10,8
CC(C)c1csc(CN2CCCC(CNC(=O)c3cccc4ccccc34)C2)n1 (configuration not stated),.,.,1,6,0,0,.
O=C(NC1CCCC1)c1ccc(CS(=O)(=O)Cc2ccccc2Cl)o1,1,-8,4,1,15,1,9
CC1CCCC(C)N1C(=O)c1cc(-c2ccco2)on1 (configuration not stated),18,1,-2,-1,-15,-13,-6
O=C(c1cc(COc2ccc3ncccc3c2)on1)N1CCC[C@H]1CO,.,.,-2,-10,-10,-2,0
Cc1c(C)c2cc(Cl)c(OCC(=O)N3CCN(c4ccc(F)cc4)CC3)cc2oc1=O,-12,-17,-3,-8,4,0,-7
COC(=O)CSc1nnc(CNC(=O)c2ccc(OC)c(OC)c2)n1C,.,.,0,-2,6,-11,-5
COc1ccc(CNC(=O)C[C@H]2C[C@H]3c4cc(NC(=O)NC5CCCC5)ccc4O[C@H]3[C@H](CO)O2)cc1,-4,5,0,-3,4,4,.
CCc1ccccc1N(CC(=O)NC1CCCC1)C(=O)CNC(=O)c1cccs1,-5,-1,-1,-4,-6,-5,10
COc1ccc(S(=O)(=O)NCC2CCCN(C(=O)CNC(C)=O)C2)cc1 (configuration not stated),.,.,2,-3,-5,3,4
CCOC(=O)c1ccc(NC(=O)NC2CCN(CC(=O)NCc3ccc4c(c3)OCO4)CC2)cc1,1,0,.,.,.,.,1
C[C@@H]1CCCCO[C@@H](CN(C)Cc2ccncc2)[C@@H](C)CN([C@@H](C)CO)C(=O)c2cc(N(C)C)ccc2O1,1,0,.,.,3,.,.
COc1ccc(OC2(C)CCN(Cc3ccccc3OC(F)F)C2)cc1 (configuration not stated),-8,1,-2,.,13,-3,-4
O=C(N/N=C/c1c[nH]c2ccccc12)c1cc2ccccc2o1,.,.,-1,7,-30,7,8
COC(=O)c1ccc(C2OCC(C)(C)CO2)cc1,.,.,7,-1,-2,3,6
Cc1cc(=O)n2nc(N3CCCC(C(=O)Nc4ccc(C)c(C)c4)C3)sc2n1 (configuration not stated),4,2,1,2,-5,-1,5
C[C@@H]1CN([C@@H](C)CO)C(=O)c2cc(NS(C)(=O)=O)ccc2O[C@@H](C)CCCCO[C@@H]1CN(C)C(=O)CCC(F)(F)F,-5,5,1,-5,17,30,.
CN(C)Cc1cn(CC[C@@H]2CC[C@H](NC(=O)Nc3ccccc3F)[C@@H](CO)O2)nn1,4,-4,4,-17,9,9,-5
CCC(C)[C@H](NC(=O)NCc1ccc(OC)c(OC)c1)C(=O)O (some centres not stated),.,.,-3,.,-17,5,6
Cc1ccc(C(=O)C(C)OC(=O)Cn2c(C)csc2=O)cc1 (configuration not stated),2,2,-5,-1,12,4,-12
COc1cc(-c2nnc(Cn3cc(C(F)(F)F)ccc3=O)o2)cc(OC)c1OC,-2,13,.,.,.,.,3
Cc1cc(Br)c(NC(=O)c2ccccc2[N+](=O)[O-])cc1C,.,.,1,-3,6,0,-12
C=CCN1C(=O)S/C(=C\c2ccc3c(c2)n(C)c(=O)n3C)C1=O,-1,-1,-3,-2,-14,-4,10
Cc1nnc(SCC(=O)NC2CCCCC2)n(N)c1=O,.,.,0,-3,.,-3,.
O=C(NCCNC(=O)c1ccc(F)cc1)c1ccc(F)cc1,-3,-9,1,-3,.,-5,0
O=C(c1[nH]c(C(F)(F)F)nc1-c1ccccc1)N1CCCN(Cc2ccc(F)cc2)CC1,-1,6,-4,29*,10,-2,-5
C[C@@H]1CCCCO[C@@H](CN(C)C(=O)CCCN(C)C)[C@@H](C)CN([C@H](C)CO)C(=O)c2cc(NC(=O)NC3CCCCC3)ccc2O1,-2,.,1,2,0,?,.
Cc1ccnc(SCc2ccc([N+](=O)[O-])cc2)n1,9,4,1,.,-7,2,-9
C[C@@H]1CN([C@@H](C)CO)C(=O)c2cc(-c3ccc(F)cc3)cnc2O[C@@H]1CN(C)C(=O)Nc1ccc(F)cc1,1,-9,.,.,-14,.,0
C[C@H](CO)N1C[C@H](C)[C@H](CN(C)C(=O)Nc2ccc(F)cc2)Oc2ccc(NC(=O)Nc3ccc4c(c3)OCO4)cc2CC1=O,0,19,.,.,-2,.,.
C[C@@H]1CN([C@H](C)CO)C(=O)c2cc(NC(=O)Nc3ccccc3)ccc2O[C@@H](C)CCCCO[C@H]1CN(C)Cc1ccc2c(c1)OCO2,-9,.,1,-1,-22,3,-2
COc1ccc(CN(C)C[C@@H]2Oc3ccc(NS(=O)(=O)c4cn(C)cn4)cc3CC(=O)N([C@H](C)CO)C[C@H]2C)cc1,1,-9,-3,-5,-8,-30,-11
Cc1cccc(C)c1NC(=O)COn1nnc2ccc(C(F)(F)F)cc21,.,.,-1,0,12,3,-10
O=C(c1cccs1)N1CCN(Cc2ccccc2)CC1,.,.,1,1,.,-1,-3
O=C(CCCOc1ccc(Cl)cc1)Nc1nncs1,-5,-4,.,.,.,.,4
CN(C(=O)C1CCC1C(=O)O)c1nc(-c2ccc(Cl)s2)cs1 (configuration not stated),15,4,3,-2,-12,-7,-2
COc1ccccc1N1CCN(S(=O)(=O)CCNC(=O)C2CCCC2)CC1,7,-3,-3,-1,-15,-6,-3
C/C=C(\C)CN1CCN(c2cccc(C)c2C)CC1,1,-17,.,.,.,.,-7
COc1ccc(NC(=S)N2CCN(CCN=CC3=C(O)CC(c4ccccc4)CC3=O)CC2)cc1 (configuration not stated),.,.,1,.,14,-6,0
OC[C@@H]1[C@@H](c2ccc(C#Cc3ccccc3)cc2)[C@@H]2CN(Cc3cncnc3)CCCCN12,.,.,0,-1,-19,10,.
O=C(CSc1ccc(-c2cccs2)nn1)N1CCCCCC1,50*,-15,.,.,-26,.,.
COc1ccc(C)cc1NC(=O)CN(C)S(=O)(=O)c1cnc[nH]1,-9,2,5,-2,-6,-7,.
O=C(NCCS(=O)(=O)NC1CCCC1)c1ccc(F)cc1,1,-2,-2,-1,-5,-1,4
O=C(Nc1ccno1)Nc1ccc(Cl)cc1Cl,39,-4,0,1,.,-1,2
COc1ccc(/C=N\NC(=O)c2ccccc2)cc1COc1ccc(F)cc1,3,-9,1,-5,30,0,.
COc1ccc(C2(CNC(=O)C(c3ccccc3)c3ccccc3)CCOCC2)cc1OC,-4,35,1,0,-16,-7,.

Some of the entries above, set out differently.
Below each compound – esBAF inh, C2C12 statin, Casp6 inh, SIRT5 inh, LGR2 antag, S100A4 MyoIIA, FN deposit inh
- COc1ccc(C)cc1NC(=O)CN(C)S(=O)(=O)c1cnc[nH]1
 : -9, 2, 5, -2, -6, -7, .
- O=C(NCCS(=O)(=O)NC1CCCC1)c1ccc(F)cc1
 : 1, -2, -2, -1, -5, -1, 4

Continuation:
SMILES,esBAF inh,C2C12 statin,Casp6 inh,SIRT5 inh,LGR2 antag,S100A4 MyoIIA,FN deposit inh
C[C@H](NC(=O)C[C@@H]1C=C[C@@H](NC(=O)C2CCC2)[C@H](CO)O1)c1ccccc1,3,-76,-3,1,0,0,-9
C/C(=N/NC(=O)c1ccco1)c1ccc(NC(=O)c2ccc(F)cc2)cc1,89*,1,.,.,-7,.,9
CCOc1cc(NC(=S)NC)c(OCC)cc1NC(=O)c1ccc(OC)cc1,-1,-50,3,-1,.,-2,11
Cn1c(N)c(C(=O)COC(=O)CNC(=O)c2ccccc2)c(=O)n(C)c1=O,-9,-7,1,2,16,2,4
CCOC(=O)[C@@H]1[C@H]2COc3ccc(Br)cc3[C@@H]2N2C(=O)N(c3ccccc3)C(=O)[C@@]12C,-18,4,-5,-8,-6,1,5
CO[C@@H]1CN(C)C(=O)c2ccc(NC(C)=O)cc2OC[C@@H](C)N(Cc2ccncc2)C[C@H]1C,4,-5,.,.,-7,.,-7
C[C@H]1CN([C@@H](C)CO)C(=O)c2cccc(NS(=O)(=O)c3cccs3)c2O[C@@H]1CN(C)CC1CC1,-1,-1,2,1,-4,2,.
CN(CC(=O)NCc1ccncc1)S(=O)(=O)c1ccc(Cl)cc1,.,.,-2,-1,-4,-8,5

Screens as filed in PubChem.
